# Bioassay records from PubChem.
# NALP1 yeast inh: NALP1 inflammasome inhibitors in reconstituted yeast, colorimetric, S. cerevisiae, triplicate retest | S. cerevisiae NALP1/ASC/caspase-1 growth, X-gal OD620, 72 h | inhibition, % at 10 µM | hit rate 0.61% among 280,000 | AID 2071, 2009; in the data active = inhibition mostly above about 24%, no sharp cut-off; inactive = mostly below about 32%; also: some compounds called inactive have numbers as strong as hits
# GPR7 antagonist: GPR7 receptor antagonists, primary screen, cell-based, fluorescence, single concentration | Neuropeptides B/W receptor type 1 (Homo sapiens), P48145 | GPR7-expressing cells, fluorescence antagonist assay | inhibition, % at 4.4 µM | hit rate 1.1% among 290,000 | AID 1861, 2009; in the data active = inhibition above about 16%, passing the limit was not always enough;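 also: cells stimulated with the agonist NPW; 0% = agonist with vehicle and 100% = vehicle without agonist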
# Target sequence (P48145 whole entry, looked up): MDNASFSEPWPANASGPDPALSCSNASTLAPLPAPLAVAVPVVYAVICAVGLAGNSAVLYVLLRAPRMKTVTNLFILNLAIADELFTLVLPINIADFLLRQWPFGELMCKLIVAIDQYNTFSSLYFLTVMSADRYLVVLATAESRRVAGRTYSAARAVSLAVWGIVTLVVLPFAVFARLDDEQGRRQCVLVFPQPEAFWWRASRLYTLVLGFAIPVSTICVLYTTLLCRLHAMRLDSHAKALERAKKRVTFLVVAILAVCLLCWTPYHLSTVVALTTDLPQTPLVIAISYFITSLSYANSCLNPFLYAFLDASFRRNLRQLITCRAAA
# OXTR ag: human OXTR agonists, primary screen, fluorescence, CHO-OTR cells, Fluo-8 calcium. activation, % at 3 µM. Oxytocin receptor (Homo sapiens), P30559. hit rate 0.32% among 320,000. Fluo-8 calcium fluorescence; normalized: DMSO 0%, oxytocin 100%;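 active = activation above the mean of all tested compounds plus 3 SD, cutoff set per screening run, cut at about 20% in these data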;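 also: peak over basal fluorescence ratio from a 100 s FLIPR kinetic read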
# Target sequence (P30559 whole entry, looked up): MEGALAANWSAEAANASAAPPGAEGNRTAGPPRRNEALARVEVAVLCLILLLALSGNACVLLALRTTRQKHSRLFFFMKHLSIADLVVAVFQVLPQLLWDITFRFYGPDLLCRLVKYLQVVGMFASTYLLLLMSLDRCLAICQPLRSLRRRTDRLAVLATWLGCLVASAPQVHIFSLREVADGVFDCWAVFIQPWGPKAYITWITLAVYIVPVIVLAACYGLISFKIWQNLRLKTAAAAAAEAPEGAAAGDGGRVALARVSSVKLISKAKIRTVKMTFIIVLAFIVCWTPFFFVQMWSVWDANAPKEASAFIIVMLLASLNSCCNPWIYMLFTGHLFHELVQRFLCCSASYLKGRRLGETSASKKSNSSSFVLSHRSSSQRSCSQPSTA
# MEKK3 PB1 HTS: modulators of MEKK3-MEK5 PB1 binding, primary screen, biochemical, wildtype MEKK3, multiplex bead flow cytometry, Alexa488-MEK5 | Mitogen-activated protein kinase kinase kinase 3 (Homo sapiens), Q99759 | hit rate 1.4% among 290,000 | binding response (% of control), % at 10 µM | bead-based flow cytometry, Alexa488-MEK5 binding to MEKK3; actives lie on both sides; 0 = blocked by unlabeled MEK5, 100 = vehicle | AID 1529, 2009;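 active = binding response more than 3 SD above or below the average of its plate-row segment, actives on both sides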;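 also: Alexa488 bead fluorescence after subtracting the streptavidin-only scavenger bead signal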
# MEKK2mut PB1 HTS: MEK5 binding signal on mutant MEKK2 PB1, primary screen, biochemical, multiplex bead flow cytometry, Alexa488-MEK5; Alexa488-MEK5 binding to MEKK2 mutant; percent response, % at 10 µM; hit rate 0.35% among 290,000; in the data active = percent response above about 24%, passing the limit was not always enough; also: inactives centre near 1; some results filed as inactive read as strong as hits; reference of the scale not given here
# MEKK2 WT-MEK5: modulators of MEK5 binding to wildtype MEKK2, primary screen, biochemical, multiplex bead flow cytometry, Alexa488-MEK5 | Mitogen-activated protein kinase kinase kinase 2 (Homo sapiens), Q9Y2U5 | Alexa488-MEK5 binding to MEKK2 WT; actives lie on both sides | binding response (% of control), % at 10 µM | hit rate 1.1% among 290,000 | AID 1531, 2009; in the data active = binding response below about 67% or above about 130%
# PHOSPHO1 inh: PubChem AID 1565. Phosphoethanolamine/phosphocholine phosphatase (Homo sapiens), Q8TCT1. recombinant PHOSPHO1, absorbance phosphatase assay. inhibition, % at 13.3 µM. hit rate 1.1% among 290,000; in the data active = inhibition above about 60%
# Target sequence (Q8TCT1 whole entry, looked up): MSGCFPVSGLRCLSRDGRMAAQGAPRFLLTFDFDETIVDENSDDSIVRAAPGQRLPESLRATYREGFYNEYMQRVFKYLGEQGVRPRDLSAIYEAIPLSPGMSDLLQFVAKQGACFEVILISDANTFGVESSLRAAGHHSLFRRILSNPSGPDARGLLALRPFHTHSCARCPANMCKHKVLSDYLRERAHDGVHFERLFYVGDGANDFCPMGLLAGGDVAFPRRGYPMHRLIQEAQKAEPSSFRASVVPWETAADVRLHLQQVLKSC
# M18AAP inhibitor: PfM18AAP inhibitors, malaria aminopeptidase, primary screen, biochemical, QFRET, recombinant enzyme; M18 aspartyl aminopeptidase (Plasmodium falciparum 3D7); H-Glu-NHMec fluorogenic cleavage; inhibition, % at 7.35 µM; hit rate 1.2% among 290,000; AID 1822, 2009;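 active = inhibition above the campaign mean inhibition over all tested compounds plus 3 SD, cut at about 28% in these data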;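 also: 0% = plate median of test compound wells and 100% = 2 mM ZnCl2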
# FID counter: compounds displacing fluorescent DNA intercalator, primary screen, artefact control for HCV NS3 helicase inhibitor project, biochemical, FID fluorescence; DNA fluorescent intercalator displacement; inhibition, % at 7.9 µM; hit rate 0.17% among 290,000; in the data active = inhibition above about 37%;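 also: 0% = vehicle and 100% = reference compound; higher means more ethidium bromide displaced from hairpin DNA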
# * = called active by the depositor; x = not tested or not shown. Compounds were not picked by outcome, and some 6.2% of all compounds hit somewhere here.
SMILES,NALP1 yeast inh,GPR7 antagonist,OXTR ag,MEKK3 PB1 HTS,MEKK2mut PB1 HTS,MEKK2 WT-MEK5,PHOSPHO1 inh,M18AAP inhibitor,FID counter
COc1cc(/C=N/S(=O)(=O)c2ccccc2)cc(OC)c1O,-3.8,-12.8,-0.2,96.0,1.0,96.0,47.7,1.9,2.9
CCOC(=O)c1ccc(NC=C2C(=O)OC3(CCCCC3)OC2=O)cc1,16.8,-9.7,-0.2,104.0,11.0,111.0,30.5,-5.9,-2.8
CC1=NN(c2ccccc2)C(=O)C1C(=O)c1ccc(Cl)cc1 (stereo unspecified),-4.0,-5.7,0.6,x,x,x,19.4,0.5,-7.1
O=C(O)/C=C/c1cn(-c2ccccc2)nc1-c1cc2ccccc2oc1=O,14.0,-12.4,0.7,101.0,-2.0,108.0,40.3,-6.5,-23.8
CCc1ccc(Cn2nnc(C(=O)NCc3ccccc3OC)c2N)cc1,4.4,24.8*,4.6,99.0,0.0,101.0,-8.8,4.5,-1.2
O=C1CC(c2ccccc2)CC(=O)C1Sc1ccc(Cl)cc1 (stereo unspecified),25.6,-9.0,-2.6,103.0,-1.0,103.0,-2.7,3.2,-20.8
CCS(=O)(=O)N1Cc2ccccc2CC1C(=O)Nc1nc2c(C)cccc2s1 (stereo unspecified),20.5,-6.0,-0.6,105.0,1.0,111.0,-12.1,-0.6,-12.6
C/C(=N\NC(=O)C(N)=O)c1ccc(NC(=O)c2cccs2)cc1,6.2,6.8,-2.0,102.0,-4.0,97.0,36.7,-15.4,-5.8
CC(C)N(Cc1cn[nH]c1-c1ccc(-c2ccccc2)cc1)Cc1nccn1C,-8.7,6.0,6.8,105.0,5.0,117.0,23.4,-4.7,18.5
Cc1cccc(C)c1OCC(=O)NC1CC1,-17.2,-1.1,-0.9,102.0,9.0,101.0,4.5,-4.5,-2.9
Cc1ccc(S(=O)(=O)Nc2ccccc2CNc2ccc(Br)cn2)cc1,25.6,-9.4,-1.9,105.0,0.0,105.0,-12.2,6.8,6.6
COc1ccc(N(C(=O)c2cnccn2)C(C(=O)NC2CCCCC2)c2ccccc2)cc1 (stereo unspecified),29.2,10.0,-1.0,95.0,-5.0,92.0,32.3,5.1,-41.4
O=C(c1noc2c1CCCC2)N1CCN(C(c2ccccc2)c2ccccc2)CC1,6.5,-7.3,x,105.0,6.0,107.0,0.2,0.7,2.1
Cc1ccc(NC(=O)Cc2nnc(SCC(=O)NC3CCCC3)n2C)cc1,-8.6,-6.8,0.8,98.0,0.0,98.0,14.5,-1.9,-16.2
CCOc1ccc(C(=O)Nc2nc(C)cc(C)n2)cc1[N+](=O)[O-],17.3,-1.2,-0.2,112.0,-1.0,97.0,-2.2,-8.9,0.1
Brc1ccccc1OCCOCCOc1cccc2cccnc12,1.9,-6.9,-0.5,96.0,-4.0,95.0,-10.0,3.1,-26.6
COc1ccc(CCNC(=O)c2[nH]c(C)c(C(C)=O)c2C)cc1OC,30.6,-10.7,-0.3,104.0,-1.0,105.0,5.7,-2.4,-15.3
COc1ccc(OCCn2cncn2)cc1,4.2,-4.9,1.2,100.0,4.0,103.0,-9.3,-4.6,0.1
Cc1ccc(S(=O)(=O)Oc2ccc(N3C(=O)C4C5CCC(C5)C4C3=O)cc2)cc1 (stereo unspecified),2.7,-9.7,5.4,109.0,5.0,104.0,37.9,-10.9,-14.1
O=c1[nH]c(=S)[nH]c2nc(-c3cccs3)cc(C(F)(F)F)c12,-2.9,-9.2,-1.3,103.0,3.0,103.0,27.0,19.5,-6.3
O=C(Nc1nc2ccccc2s1)c1ccc(F)cc1,-15.2,-9.8,-2.5,105.0,-7.0,98.0,4.9,5.9,-0.9
CCCSc1nc2c(c(=O)n(C)c(=O)n2C)n1Cc1ccc(C)cc1,-4.8,-11.7,0.3,99.0,10.0,105.0,21.9,-0.6,-8.2
Cn1c(SCC(=O)c2ccccc2)nnc1-c1cccs1,x,-12.0,-2.1,90.0,-18.0,89.0,29.8,5.4,-10.8
Cc1[nH]c2ccccc2c1C(=O)COC(=O)C1CC(=O)N(Cc2ccco2)C1 (stereo unspecified),-1.6,2.7,1.0,102.0,0.0,101.0,15.6,-1.7,-21.4
CC1CC(C)CN(CCCNC(=O)c2ccc3c(SCC(=O)O)c4c(nc3c2)CCC4)C1 (stereo unspecified),x,12.0,0.6,61.0,-15.0,70.0,37.0,7.7,-7.3
SMILES,NALP1 yeast inh,GPR7 antagonist,OXTR ag,MEKK3 PB1 HTS,MEKK2mut PB1 HTS,MEKK2 WT-MEK5,PHOSPHO1 inh,M18AAP inhibitor,FID counter
O=C(NC(=S)Nn1cnc2c(cnn2-c2ccccc2)c1=O)c1ccc(Cl)cc1,8.8,15.9,-0.9,94.0,5.0,107.0,-1.8,-2.0,3.1
CC1(C)C(=O)OC(c2cccs2)C(C)(C)C1=O (stereo unspecified),-10.5,-22.6,0.2,108.0,0.0,106.0,20.7,3.9,-2.9
CCc1ccccc1NC(=O)CSc1nc2n[nH]c(C)c2c(=N)n1-c1ccc(OC)cc1,12.1,-5.7,x,107.0,13.0,106.0,2.5,1.9,-14.6
CCOc1cc(C#N)c(NC(=O)c2ccco2)cc1OCC,13.2,2.8,-0.8,97.0,0.0,92.0,26.1,5.5,-10.0
CCN(c1ccccc1)S(=O)(=O)c1nnc(NC(=O)CC(C)C)s1,11.0,-1.3,-0.8,100.0,9.0,96.0,34.0,5.2,-12.7
S=C(NCCCn1ccnc1)Nc1cccc(Cl)c1,-4.7,-10.4,1.1,104.0,10.0,107.0,13.1,2.1,2.2
O=C(O)c1ccc(NCc2ccncc2)cc1,40.5,10.4,-0.2,101.0,2.0,106.0,23.6,6.1,3.8
CC(C)(C)c1ccc(-n2ncc3c2CCCC3NC(=O)c2csnn2)cc1 (stereo unspecified),-30.3,-3.0,0.6,93.0,-11.0,90.0,11.1,2.3,-23.8
CCC(NC(=O)c1cc(COc2ccc(C)nc2)on1)c1ccc(C)cc1 (stereo unspecified),3.4,13.9,12.2,97.0,-6.0,98.0,-10.8,2.2,-42.6
CCCSCCCNC(=O)c1ccc(C)c(NC(=O)C2=C(C)OCCS2)c1,23.5,14.4,-0.8,102.0,-2.0,108.0,-7.1,-5.6,-26.0
Cc1ccc(NC(=O)N2CCC(O)(c3cccnc3)CC2)cc1,20.9,-1.1,0.9,97.0,-7.0,86.0,1.0,3.9,-3.6
CCOC(=O)C1=C(CS(=O)(=O)c2ccccc2)NC(=O)NC1c1ccccc1OCC (stereo unspecified),-11.4,-16.9,0.4,104.0,0.0,106.0,6.4,3.5,-29.7
O=c1[nH]n2c(=O)c3c([nH]c2c1N=Nc1cccc(C(F)(F)F)c1)CCCC3,1.3,5.2,-0.4,116.0,3.0,99.0,-1.2,25.1,-8.9
CC(NC(=O)C1CCN(S(=O)(=O)c2ccc3c(c2)NC(=O)CO3)CC1)c1ccccc1 (stereo unspecified),7.2,-4.2,-1.5,100.0,4.0,96.0,-6.0,-10.0,-27.1
Clc1ccc(OCc2nc(-c3ccccn3)no2)c(Br)c1,22.3,-12.4,-1.1,102.0,8.0,103.0,-6.2,5.9,-7.3
COC(=O)CN(c1cccc(F)c1)S(C)(=O)=O,19.7,-3.7,-0.6,105.0,15.0,109.0,5.5,2.3,0.1
COc1ccc(-c2nc(CSCC(=O)NCc3ccco3)c(C)o2)cc1,10.0,-2.1,-2.2,103.0,1.0,102.0,24.2,6.1,-21.9
CCCNc1c(NS(=O)(=O)c2ccc(C)c(C)c2)c(=O)oc2ccccc12,4.8,-7.2,0.1,100.0,0.0,99.0,20.7,2.7,-36.3
O=C(CN1CCN(Cc2ccccc2)CC1)Nc1cccc(Cl)c1,17.6,-7.5,0.2,98.0,-10.0,95.0,23.9,3.5,2.3
O=C(NCc1ccccc1Cl)C1CCC(=O)N(C2CCCC2)C1 (stereo unspecified),1.0,-3.9,-0.3,103.0,5.0,104.0,26.3,-4.2,-14.5
Cc1sc2nc(COC(=O)c3c(F)cccc3F)[nH]c(=O)c2c1C,-47.1,-5.9,-0.2,104.0,0.0,101.0,1.4,5.5,-9.1
Cc1nn(Cc2ccccc2)c(Cl)c1C(=O)OCC(=O)NC(=O)NC12CC3CC(CC(C3)C1)C2,x,-8.5,-0.2,145.0*,1.0,106.0,-1.0,-5.2,-0.6
CCOc1cc2c(cc1/C=C/C(=O)O)OC(C)C2 (stereo unspecified),x,-10.5,1.3,107.0,11.0,110.0,13.9,3.6,-6.7
O=C(O)c1ccccc1C(=O)NC1CCCCNC1=O (stereo unspecified),-14.3,-8.5,0.6,95.0,1.0,100.0,-5.9,-1.1,-1.0
CCOc1ccc2nc(N3CCCC(C(=O)N4CCN(CC)CC4)C3)sc2c1 (stereo unspecified),34.2*,-5.1,-0.6,99.0,10.0,102.0,17.3,-0.5,6.0
O=C(CSc1ncn[nH]1)Nc1ccc(OCc2ccccc2)cc1,-9.9,0.2,1.6,93.0,-3.0,98.0,28.7,8.7,-2.4
COc1ccc(OCCOc2ccccc2[N+](=O)[O-])cc1,14.2,-2.3,-1.7,106.0,3.0,109.0,-27.0,1.1,2.4
CCOC(=O)c1nn(-c2ccccc2)cc1O,6.2,-3.9,-0.7,113.0,16.0,93.0,24.8,-1.4,-3.1
O=C(Cn1cnc([N+](=O)[O-])n1)N/N=C/c1cccc2ccccc12,21.2,-0.2,1.4,101.0,13.0,114.0,0.8,1.2,10.1

# Single records (already shown). Order of values: NALP1 yeast inh | GPR7 antagonist | OXTR ag | MEKK3 PB1 HTS | MEKK2mut PB1 HTS | MEKK2 WT-MEK5 | PHOSPHO1 inh | M18AAP inhibitor | FID counter
# `COc1ccc(-c2nc(CSCC(=O)NCc3ccco3)c(C)o2)cc1` across the screens: 10.0 | -2.1 | -2.2 | 103.0 | 1.0 | 102.0 | 24.2 | 6.1 | -21.9
# `CCC(NC(=O)c1cc(COc2ccc(C)nc2)on1)c1ccc(C)cc1` (stereo unspecified) across the screens: 3.4 | 13.9 | 12.2 | 97.0 | -6.0 | 98.0 | -10.8 | 2.2 | -42.6
# `O=C(CSc1ncn[nH]1)Nc1ccc(OCc2ccccc2)cc1` across the screens: -9.9 | 0.2 | 1.6 | 93.0 | -3.0 | 98.0 | 28.7 | 8.7 | -2.4
# `C/C(=N\NC(=O)C(N)=O)c1ccc(NC(=O)c2cccs2)cc1` across the screens: 6.2 | 6.8 | -2.0 | 102.0 | -4.0 | 97.0 | 36.7 | -15.4 | -5.8
# `O=C(NCc1ccccc1Cl)C1CCC(=O)N(C2CCCC2)C1` (stereo unspecified) across the screens: 1.0 | -3.9 | -0.3 | 103.0 | 5.0 | 104.0 | 26.3 | -4.2 | -14.5

# By substructure, those above with a CF3 group
SMILES,NALP1 yeast inh,GPR7 antagonist,OXTR ag,MEKK3 PB1 HTS,MEKK2mut PB1 HTS,MEKK2 WT-MEK5,PHOSPHO1 inh,M18AAP inhibitor,FID counter
O=c1[nH]c(=S)[nH]c2nc(-c3cccs3)cc(C(F)(F)F)c12,-2.9,-9.2,-1.3,103.0,3.0,103.0,27.0,19.5,-6.3
O=c1[nH]n2c(=O)c3c([nH]c2c1N=Nc1cccc(C(F)(F)F)c1)CCCC3,1.3,5.2,-0.4,116.0,3.0,99.0,-1.2,25.1,-8.9
